Screens as filed in PubChem.
p53null 32C kill = p53 null cell cytotoxicity, permissive temperature. H1299-neo p53 null cells, ATP luminescence, 24 h, 32C. 0.62% of 55,000 active. Potency, µM (highest dose often 46.1 µM), for inactives: at the highest dose activity change, negative = cytotoxicity, actives largely listed as cytotoxic;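 further: potency means the concentration at half of the fitted maximal effect; 0% = DMSO only and -100% = full killing by 100 µM tamoxifen; nearly all actives have a fitted effect of over 55% in size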
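H1299-neo, 600 cells/well; overnight 37C; cpd up to 46 uM, 24 h at 32C; ATPlite luminescence after 20 min RT; normalized to DMSO (0%) and tamoxifen 100 uM (100% kill); Hill-fit AC50.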
FH mod = Identification of activators of human fumarate hydratase by quantitative high-throughput screening; Potency, µM (top dose mostly 79.9 µM), for inactives: top-dose activity change, negative = inhibition, usual class: inhibitors; AID 1347055, 2019; 0.22% of 54,000 active; FH coupled MDH/diaphorase resazurin fluorescence, 15 min; further: potency means the concentration at half of the fitted maximal effect; on the % scale 0 is the no-effect control and ±100 the full control effect; the screen sought activators but most active calls are inhibition curves; nearly all actives have a fitted effect of over 45% in size
Target sequence (P07954 whole entry, looked up): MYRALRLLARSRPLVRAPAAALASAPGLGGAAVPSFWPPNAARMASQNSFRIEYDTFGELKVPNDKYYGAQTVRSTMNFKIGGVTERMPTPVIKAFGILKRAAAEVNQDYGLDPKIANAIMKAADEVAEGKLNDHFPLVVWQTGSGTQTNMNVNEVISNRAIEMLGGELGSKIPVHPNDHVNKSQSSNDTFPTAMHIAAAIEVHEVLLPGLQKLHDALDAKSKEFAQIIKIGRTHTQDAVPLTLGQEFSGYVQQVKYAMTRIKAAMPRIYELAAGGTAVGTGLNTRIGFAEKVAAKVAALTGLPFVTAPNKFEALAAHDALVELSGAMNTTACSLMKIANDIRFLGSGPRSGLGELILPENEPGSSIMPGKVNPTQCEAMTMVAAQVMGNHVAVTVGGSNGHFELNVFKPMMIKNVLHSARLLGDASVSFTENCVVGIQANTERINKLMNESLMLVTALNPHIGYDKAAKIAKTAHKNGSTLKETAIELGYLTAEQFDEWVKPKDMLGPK
NTMT1 inh = blocks human N-terminal methyltransferase 1 activity; Q9BV86; NTMT1 MTase-Glo SAH luminescence, purified enzyme; Potency, µM (highest dose often 114 µM), for the others: at the highest dose activity change, negative = inhibition, usual class: inhibitors; 2.5% of 59,000 active;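 further: potency means the concentration at half of the fitted maximal effect; plate controls were DMSO vehicle for no effect and no enzyme for full effect; nearly all actives have a fitted effect of over 65% in size; many of its hits are not listed in these tables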
TSG101-PTAP inh = blocks PTAP binding to human TSG101, validation; AID 1347069; Fluorescence polarization, FITC-PTAP peptide/Tsg101, 20 min; Potency, µM (titrated, usually from 115 µM), for the others: top-dose activity change, negative = inhibition, hits mostly inhibitors; 44,000 tested, under 10 active; Q99816; further: potency means the concentration at half of the fitted maximal effect; 0% is about no effect
Target sequence (Q99816 whole entry, looked up): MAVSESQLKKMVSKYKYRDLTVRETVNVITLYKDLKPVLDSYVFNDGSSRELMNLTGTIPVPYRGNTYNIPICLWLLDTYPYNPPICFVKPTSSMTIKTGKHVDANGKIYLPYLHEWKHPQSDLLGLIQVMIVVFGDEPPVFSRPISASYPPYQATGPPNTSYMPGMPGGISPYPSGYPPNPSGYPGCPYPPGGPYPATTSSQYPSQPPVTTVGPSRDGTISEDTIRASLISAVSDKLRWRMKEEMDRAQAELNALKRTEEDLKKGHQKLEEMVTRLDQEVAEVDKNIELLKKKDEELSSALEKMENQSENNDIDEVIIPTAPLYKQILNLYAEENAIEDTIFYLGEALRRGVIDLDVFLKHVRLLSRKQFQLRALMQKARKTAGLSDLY
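Steps: Tsg101 binding domain (10 uM final) in HEPES pH 7.5/NaCl/Tween 20/EDTA/TCEP; add compound; add FITC-PTAP peptide (50 nM final); incubate 20 min r.t.; read polarization.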
GALK inhibitor = inhibitors of human galactokinase (GALK) | 44,000 tested, under 10 active | Potency, µM (doses to about 57.5 µM), for the others: at the highest dose activity, negative = inhibition, actives largely listed as inhibitors | recombinant GALK, Kinase-Glo ATP luminescence, 1 h;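 further: plate controls were full GALK reaction for no effect and reaction lacking GALK for full effect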
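Luminescent ATP-depletion readout (Kinase-Glo Plus) after 1 h room-temperature incubation of human GALK (5 nM) with galactose 100 µM and ATP 35 µM, pH 8.0 HEPES/Mg2+ buffer; compounds tested in qHTS format.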
B2AR arrestin ag = agonists recruiting beta-arrestin to human beta2-adrenergic receptor; P07550; HTLA Tango cells, beta-arrestin recruitment, luciferase luminescence, 18 h; Potency, µM (doses to about 46.1 µM), for the others: top-dose activation, hits mostly activators; 44,000 tested, under 10 active; AID 1347077;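 further: potency means the concentration at half of the fitted maximal effect; 0% = DMSO and full agonism = EC100 isoproterenol or metaproterenol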
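Ligand-induced beta-arrestin recruitment to recombinant beta2-AR is measured via a tTA-driven luciferase reporter in Tango cells after 18 hr compound exposure at 37 degrees C. Concentrations span up to 46 microM.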
p53null 39C kill = kills p53 null cells at the nonpermissive temperature; H1299 p53-null (neo) cells, 39C, ATPlite viability, 24 h; Potency, µM (series often up to 46.1 µM), inactives show top-dose activity, negative = cell killing, most hits filed as cytotoxic; 0.97% of 55,000 active; AID 904;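 further: potency means the concentration at half of the fitted maximal effect; 0% = DMSO only and -100% = full killing by 100 µM tamoxifen; nearly all actives have a fitted effect of over 50% in size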
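Cells seeded at 600/well, 37C overnight. Compound added (up to 46 uM), plates shifted to 39C for 24 hr. ATPlite added, luminescence read after 20 min at room temperature.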
The depositor's hits bear a star; ? = inconclusive; / = no result given; [ ] = another dose, or the depositor's remark. The call rests on the fitted dose curve; in most records, active means well fitted curve in the direction sought with a large enough effect; inconclusive means small, poorly fitted or top-dose-only effect, or another doubt; inactive means no such curve, though single readings can be large; an effect the other way counts as inactive or inconclusive. These rows are one share of the data; rates above refer to the full screens.

SMILES | p53null 32C kill | FH mod | NTMT1 inh | TSG101-PTAP inh | GALK inhibitor | B2AR arrestin ag | p53null 39C kill
O=C(NCc1ccccc1F)C(=O)NCC(c1ccco1)S(=O)(=O)c1ccccc1 (configuration not stated) | 1.0% | -15.7% | -3.7% | -3.1% | -7.0% | -4.1% | 27.1%
CCCCC(CC)CNC(=O)c1ccc2c(=O)n(CCOC)c(=O)[nH]c2c1 (configuration not stated) | -21.7% | -23.0% | -0.2% | -0.5% | -2.2% | 0.2% | -3.5%
COC(=O)c1ccccc1NC(=O)c1nc(SCc2ccccc2C)ncc1Cl | -0.2% | -0.7% | 12.0% | 1.4% | 2.5% | -1.7% | 5.2%
Cc1nc(-c2ccc(S(=O)(=O)N(Cc3ccccc3)C(C)C)cc2)co1 | 4.7% | -21.9% | -5.0% | 0.2% | 3.3% | 0.2% | -3.7%
COc1ccc(Cc2nc3ccc(C(=O)NCCc4ccccc4)cc3o2)cc1 | -0.6% | -13.0% | 19.9% | 0.0% | -5.7% | -0.6% | -11.0%
CCn1c(CN2CCCCC2)nc2cc(NC(=O)COc3ccc(C(C)(C)C)cc3)ccc21 | -3.4% | -23.5% | 25.4% | -5.8% | 2.3% | -3.7% | -6.8%
Cn1cc(C(=O)Nc2ccc(C#N)cc2)c2ccccc2c1=O | -2.6% | -28.9% | 3.6% | -10.7% | 0.0% | 0.4% | -11.4%
CCOC(=O)c1cc(-c2ccccc2)n(CCC(=O)NCc2ccccc2Cl)c1C | 33.0%[activator] | -5.0% | 11.7% | 3.5% | -1.4% | 6.8% | 27.1%
Cc1ccc(O)c(NC(=O)c2nc3nc(C)cc(C(F)F)n3n2)c1 | -10.4% | -11.3% | -2.7% | 0.6% | -1.7% | 0.5% | -3.4%
COCCCNC(=O)c1cc2cc(S(=O)(=O)N3CCCCC3)ccc2n1C | -5.9% | -0.4% | 9.4% | -6.1% | -0.7% | -1.0% | -6.0%
COc1ccccc1C(=O)Nc1ccc(C(=O)OCc2cc(=O)n3ccsc3n2)cc1 | -2.1% | -1.3% | -2.1% | 2.1% | 2.7% | -1.0% | 26.4%
O=C(Nc1ccc(F)cc1)C1CCN(c2nc3ccccc3nc2C(F)(F)F)CC1 | -1.4% | -7.6% | 17.2% | -2.2% | -1.3% | -0.8% | -20.0%
COC(=O)c1cc2occc2n1Cc1nc(-c2cccc(Cl)c2)oc1C | -7.7% | -8.9% | 4.8% | 0.2% | -0.7% | 0.5% | 16.1%
Cn1c(=O)cc(OCCCC(=O)Nc2ccc(F)cc2)c2ccccc21 | -4.8% | -6.7% | -5.1% | -5.7% | -0.5% | -2.3% | -21.0%
O=C1CN(C(=O)Nc2ccccc2C(F)(F)F)C(c2ccccc2)c2c(sc3c2CCCC3)N1 (configuration not stated) | -1.8% | -15.0% | 11.2% | 3.0% | 1.9% | -2.0% | 3.7%
O=C(NCCO)C(=O)Nc1c2c(nn1-c1ccc(F)cc1)CSC2 | 4.3% | -21.2% | ? | -0.3% | 0.1% | -0.5% | 25.0%
CC(=O)N1CCc2cc(CNS(=O)(=O)c3ccc(Br)s3)ccc21 | 9.6% | -1.6% | -2.1% | -1.5% | -3.1% | 0.0% | -4.8%
CCOCCCNC(=O)C(Cc1ccccc1)NS(=O)(=O)c1ccc2c(c1)c(=O)n(C)c(=O)n2C (configuration not stated) | -7.7% | -18.0% | -19.3% | -9.0% | 10.4% | 0.3% | 5.5%
Cc1c(-c2nc(-c3ccc4c(c3)OCO4)no2)nnn1-c1cccc(C(F)(F)F)c1 | 2.5% | 3.5% | 9.9% | 0.3% | 0.8% | 0.0% | -11.7%
CCOc1ccc(CCNC(=O)Cn2c(-c3cccs3)cc3ccccc32)cc1OCC | -8.3% | 2.1% | 7.6% | 2.0% | -6.8% | -1.0% | -0.8%
Cc1cccc(C(=O)N2CCc3cc(CNC(=O)CCc4ccccc4)ccc32)c1 | -14.0% | -8.7% | -8.7% | -0.4% | -1.9% | -0.1% | 40.9%[activator]
COc1cc2nc(SCc3ccc(F)cc3)n3nc(CCn4c(C)nc5ccccc54)nc3c2cc1OC | 8.0% | -6.0% | 9.4% | -2.5% | -0.8% | 0.1% | ?
Cc1ccc(S(=O)(=O)Nc2c(C)nc3nc(C)[nH]n3c2=O)c(C)c1 | 0.0% | -6.4% | -15.3% | -13.0% | 1.8% | -2.2% | -8.9%
CCc1nc2nc(C)cc(Nc3ccc(OC)cc3OC)n2n1 | 7.2% | -3.2% | -4.3% | -17.8% | 2.2% | -1.9% | -10.7%
CC1CCN(c2nc3ccc(C(=O)N4CCN(c5ccccc5)CC4)cc3s2)CC1 | 11.4% | -33.0% | -13.4% | -0.1% | 4.4% | -3.5% | 4.2%
Cc1ccc(-c2noc(-c3cccnc3NCc3ccc(Cl)cc3)n2)cc1 | -17.1% | -8.5% | -0.7% | 0.9% | -8.0% | -1.1% | -16.1%
Cc1cccc(CNC(=O)c2ccc3c(c2)c(C)c(C)n3Cc2ccccc2)c1 | 11.0% | -22.5% | -3.9% | -2.5% | -1.4% | 0.7% | 4.9%
O=C(CN1C(=O)CSc2ccc(S(=O)(=O)N3CCCC3)cc21)Nc1cccc(Cl)c1 | 7.3% | -21.8% | -22.2% | -1.9% | -5.5% | ? | -25.0%
COc1cccc(CNC(=O)C(Cc2ccccc2)NS(=O)(=O)c2ccc3c(c2)oc(=O)n3C)c1 (configuration not stated) | -4.2% | -2.8% | 12.4% | 2.8% | 7.8% | -2.1% | -20.4%
CCOc1ccc(N(C)S(=O)(=O)c2cc(-c3cnc(C)o3)ccc2OC)cc1 | -4.6% | -8.8% | -7.4% | -5.4% | -2.1% | 0.5% | -5.6%

Profiles, looked up by structure. Values in the order: p53null 32C kill | FH mod | NTMT1 inh | TSG101-PTAP inh | GALK inhibitor | B2AR arrestin ag | p53null 39C kill
Profile of CCOc1ccc(N(C)S(=O)(=O)c2cc(-c3cnc(C)o3)ccc2OC)cc1 : -4.6% | -8.8% | -7.4% | -5.4% | -2.1% | 0.5% | -5.6%
Profile of COc1cc2nc(SCc3ccc(F)cc3)n3nc(CCn4c(C)nc5ccccc54)nc3c2cc1OC : 8.0% | -6.0% | 9.4% | -2.5% | -0.8% | 0.1% | ?
Profile of COc1cccc(CNC(=O)C(Cc2ccccc2)NS(=O)(=O)c2ccc3c(c2)oc(=O)n3C)c1 (configuration not stated) : -4.2% | -2.8% | 12.4% | 2.8% | 7.8% | -2.1% | -20.4%
Profile of Cc1ccc(S(=O)(=O)Nc2c(C)nc3nc(C)[nH]n3c2=O)c(C)c1 : 0.0% | -6.4% | -15.3% | -13.0% | 1.8% | -2.2% | -8.9%

Ordered by number of heavy atoms (smallest number first): part of the list above
SMILES | p53null 32C kill | FH mod | NTMT1 inh | TSG101-PTAP inh | GALK inhibitor | B2AR arrestin ag | p53null 39C kill
Cc1cccc(CNC(=O)c2ccc3c(c2)c(C)c(C)n3Cc2ccccc2)c1 | 11.0% | -22.5% | -3.9% | -2.5% | -1.4% | 0.7% | 4.9%
O=C(CN1C(=O)CSc2ccc(S(=O)(=O)N3CCCC3)cc21)Nc1cccc(Cl)c1 | 7.3% | -21.8% | -22.2% | -1.9% | -5.5% | ? | -25.0%
COc1cc2nc(SCc3ccc(F)cc3)n3nc(CCn4c(C)nc5ccccc54)nc3c2cc1OC | 8.0% | -6.0% | 9.4% | -2.5% | -0.8% | 0.1% | ?

Other compounds follow.
SMILES | p53null 32C kill | FH mod | NTMT1 inh | TSG101-PTAP inh | GALK inhibitor | B2AR arrestin ag | p53null 39C kill
Cc1cc(OCCn2cc(C(=O)c3cccs3)c3ccccc32)ccc1Cl | 0.7% | -6.7% | 7.1% | 3.5% | 4.6% | -0.1% | -18.7%
Cc1c(C(=O)NCc2ccccc2Cl)sc2nc3n(c(=O)c12)CCC3 | 6.9% | -22.6% | ? | 0.1% | -3.3% | 0.0% | -4.1%
Cc1ccccc1NC(=O)c1c(C)oc2ccc(O)c(CN3CCC(C)CC3)c12 | 1.8% | / | / | 4.4% | 0.7% | 0.3% | -6.9%
COc1ccc(CNC(=O)C2CCCN(S(=O)(=O)c3ccc4c(c3)CCCN4C(C)=O)C2)cc1 (configuration not stated) | 2.1% | -2.0% | 14.1% | -1.6% | 0.2% | 0.2% | 11.6%
COCCNC(=O)c1cc2c(Cl)nc3ccc(C)cc3c2s1 | -7.8% | ? | -23.2% | -2.8% | 5.9% | -0.1% | 0.6%
COc1ccc(-c2nc(CCNC(=O)c3ccc(Br)o3)cs2)cc1 | 2.0% | -11.8% | ? | -0.2% | -0.1% | 0.3% | -5.6%
Cc1ccc(CNS(=O)(=O)c2cc(Br)cc3c2N(C(=O)C2CC2)CC3)cc1 | 2.5% | -7.2% | -0.4% | -1.4% | 0.8% | 0.0% | -6.4%
CCCc1nc2nc(C)c(NS(=O)(=O)c3ccc(C)c(C)c3)c(=O)n2[nH]1 | 1.3% | -10.0% | 0.0% | 2.3% | 0.9% | -0.4% | -20.1%
Cc1c(CNC2CCCCCC2)c(C(=O)O)c(C)n1Cc1ccc(F)cc1 | 2.9% | 5.8% | 10.2% | -5.9% | -12.9% | -0.9% | -4.0%
CCCn1ccc2c(OCC(=O)NCc3ccccc3Cl)cccc2c1=O | -13.2% | -39.0% | 3.5% | -2.6% | -1.7% | -0.6% | -2.5%
CCOc1ccc(Nc2ncnc3onc(-c4ccc(Cl)cc4)c23)cc1 | ? | -15.0% | -6.7% | -2.5% | 8.5% | -1.7% | 4.8%
CCOc1ccccc1CNCc1cccn1-c1nnc(N2CCN(c3ccccc3)CC2)s1 | 16.2% | -6.7% | -15.5% | -2.2% | -5.5% | -1.5% | ?
COc1cccc(-c2nc(CS(=O)(=O)CC(=O)NCCCN3CCN(C)CC3)c(C)o2)c1 | -0.3% | 1.9% | -3.3% | -0.3% | 7.0% | 0.5% | -14.9%
Cc1ccc(C)c(N2CCN(C(=O)Cn3ncc4c(=O)oc5ccc(C)cc5c43)CC2)c1 | -3.4% | -5.7% | 3.6% | -0.8% | 1.0% | -1.6% | -7.7%
Cc1ccc(CNC(=O)CCc2c(C)nc3c(c(C)nn3-c3ccccc3)c2C)cc1 | -8.6% | 1.8% | -0.3% | 2.0% | 0.6% | -3.1% | -14.7%
CCC(=O)N1CCc2cc(S(=O)(=O)NC(CC(C)C)C(=O)Nc3ccc(CC)cc3)ccc21 (configuration not stated) | -9.3% | -6.1% | 1.3% | 0.1% | -0.2% | -2.2% | -14.6%
